GalR3 antagonist: human GalR3 antagonism | O60755 | inhibition, % at 3 µM | AID 651719 | HEK293 GalR3-CNG cAMP membrane potential fluorescence; galR3 body fused to GalR1 C-terminus | actives 0.44% (n = 360,000);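 active = inhibition above the screen-wide average plus 3 SD, cut at about 13% in these data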;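 also: forskolin and galanin both at EC90 stimulate the cells; cAMP rise reported by CNG channel membrane potential dye signal; 0% = forskolin plus galanin with DMSO and 100% = forskolin alone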
Target sequence (O60755 1-299 limits assumed): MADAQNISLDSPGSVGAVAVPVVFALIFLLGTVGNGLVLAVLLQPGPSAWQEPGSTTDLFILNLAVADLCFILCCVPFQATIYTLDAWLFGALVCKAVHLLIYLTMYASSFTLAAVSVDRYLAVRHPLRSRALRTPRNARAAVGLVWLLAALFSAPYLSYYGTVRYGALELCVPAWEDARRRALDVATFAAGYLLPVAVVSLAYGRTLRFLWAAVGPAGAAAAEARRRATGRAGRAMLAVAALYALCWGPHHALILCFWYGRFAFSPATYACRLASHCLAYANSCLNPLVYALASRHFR
PfM18AAP inh: blocks P. falciparum M18 aspartyl aminopeptidase; actives 1.2% (n = 290,000); recombinant PfM18AAP, H-Glu-NHMec fluorogenic cleavage; inhibition, % at 7.35 µM;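 active = inhibition above the campaign mean inhibition over all tested compounds plus 3 SD, cut at about 28% in these data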;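 also: 0% = plate median of test compound wells and 100% = 2 mM ZnCl2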
NALP1 yeast inh: inhibitors of NALP1 inflammasome in yeast | S. cerevisiae NALP1/ASC/caspase-1 growth, X-gal OD620, 72 h | inhibition, % at 10 µM | actives 0.61% (n = 280,000); in the data active = inhibition mostly above about 24%, no sharp cut-off; inactive = mostly below about 32%; also: some compounds called inactive have numbers as strong as hits
MEKK2mut PB1 HTS: signal of MEK5 binding to mutant human MEKK2 PB1 domain; bead flow cytometry, Alexa488-MEK5 binding to MEKK2 mutant; percent response, % at 10 µM; actives 0.35% (n = 290,000); AID 1530; in the data active = percent response above about 24%, passing the limit was not always enough; also: inactives centre near 1; some results filed as inactive read as strong as hits
V1aR counter: activates human V1a receptor in oxytocin agonist counter-screen; AID 2797; P37288; actives 0.25% (n = 320,000); CHO-V1R cells, Fluo-8 calcium fluorescence, agonist mode; 0% DMSO, 100% 3 nM vasopressin; activation, % at 3 µM;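 active = activation above the mean activation of all tested compounds plus 3 SD, per screening run, cut at about 20% in these data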;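 also: signal is peak over basal fluorescence ratio across a 100 second FLIPR read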
Target sequence (P37288 whole entry, looked up): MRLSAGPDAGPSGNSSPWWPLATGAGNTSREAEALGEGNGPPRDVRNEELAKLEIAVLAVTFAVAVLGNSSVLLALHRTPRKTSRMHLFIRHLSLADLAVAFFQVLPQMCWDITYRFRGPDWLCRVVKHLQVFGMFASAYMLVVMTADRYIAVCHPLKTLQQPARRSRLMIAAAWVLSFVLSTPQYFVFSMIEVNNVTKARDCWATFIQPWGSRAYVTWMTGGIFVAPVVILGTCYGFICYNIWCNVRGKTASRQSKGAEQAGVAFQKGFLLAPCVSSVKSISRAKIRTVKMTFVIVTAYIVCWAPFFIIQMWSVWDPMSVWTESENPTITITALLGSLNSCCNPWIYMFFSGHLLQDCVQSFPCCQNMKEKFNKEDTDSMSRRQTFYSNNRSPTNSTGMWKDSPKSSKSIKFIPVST
GPR7 antag: antagonists of human GPR7 (neuropeptides B/W receptor 1); P48145; GPR7-expressing cells, fluorescence antagonist assay; inhibition, % at 4.4 µM; actives 1.1% (n = 290,000); in the data active = inhibition above about 16%, passing the limit was not always enough;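 also: cells stimulated with the agonist NPW; 0% = agonist with vehicle and 100% = vehicle without agonist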
Target sequence (P48145 whole entry, looked up): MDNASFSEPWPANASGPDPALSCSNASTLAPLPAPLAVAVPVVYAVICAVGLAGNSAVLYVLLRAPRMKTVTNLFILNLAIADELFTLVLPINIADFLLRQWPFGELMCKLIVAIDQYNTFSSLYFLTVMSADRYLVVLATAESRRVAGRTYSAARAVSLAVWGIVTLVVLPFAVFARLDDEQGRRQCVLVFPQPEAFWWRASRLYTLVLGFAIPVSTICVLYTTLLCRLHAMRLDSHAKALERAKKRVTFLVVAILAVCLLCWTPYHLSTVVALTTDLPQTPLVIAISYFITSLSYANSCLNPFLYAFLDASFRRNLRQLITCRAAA
OXTR potentiator: potentiators of human oxytocin receptor; P30559; CHO-OTR cells, Fluo-8 calcium fluorescence, potentiator mode; 0% = oxytocin EC15, 100% = EC100; activation, % at 3 µM; actives 0.061% (n = 320,000); AID 2445;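 active = activation above that plate's cutoff, the mean activation of tested compounds plus 3 SD, cut at about 6.6% in these data, passing the limit was not always enough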;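 also: 100% uses oxytocin at 75 nM as the full agonist control; some results filed as inactive read as strong as hits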
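Assay system: CHO cell line stably expressing human OTR. Reagent: EC15 oxytocin agonist. Dosing: single dose, 3.0 µM nominal final compound concentration. Timing: compound 6 min at room temperature before oxytocin, 100 s read. Signal: kinetic Fluo-8 calcium fluorescence. Controls: oxytocin EC15 low and EC100 high.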
MEKK2 WT-MEK5: raises or lowers MEK5 binding to wildtype human MEKK2 PB1 domain. AID 1531. actives 1.1% (n = 290,000). Q9Y2U5. binding response (% of control), % at 10 µM. bead flow cytometry, Alexa488-MEK5 binding to MEKK2 WT; actives lie on both sides; in the data active = binding response below about 67% or above about 130%
OXTR agonist: agonists of human oxytocin receptor | P30559 | CHO-OTR cells, Fluo-8 calcium fluorescence; normalized: DMSO 0%, oxytocin 100% | activation, % at 3 µM | actives 0.32% (n = 320,000);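 active = activation above the mean of all tested compounds plus 3 SD, cutoff set per screening run, cut at about 20% in these data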;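 also: peak over basal fluorescence ratio from a 100 s FLIPR kinetic read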
* = called active by the depositor; x = not tested or not shown.

SMILES	GalR3 antagonist	PfM18AAP inh	NALP1 yeast inh	MEKK2mut PB1 HTS	V1aR counter	GPR7 antag	OXTR potentiator	MEKK2 WT-MEK5	OXTR agonist
C=CCn1c(CCNC(=O)c2cccs2)nnc1SCC(=O)c1ccc(Br)cc1	0	-3	7	2	2.1	-3	-2	97	0.3
COc1ccccc1C(=O)Nc1nnc(C)s1	-6	-3	19	5	0.3	0	-7	99	0.7
CCCN1CCc2c(sc(NC(=O)CCS(=O)(=O)c3ccccc3)c2C(N)=O)C1	-1	-4	27	1	0.0	-11	-10	104	-0.8
CCCOc1ccc(Cn2c(C)nc([N+](=O)[O-])c2SCC(O)COC)cc1[N+](=O)[O-] (stereo not drawn)	1	-8	1	1	1.3	2	-6	102	1.2
COc1ccc2c(c1)c(C(=O)CN1CCN(Cc3ccccc3)CC1)c(C)n2C	-2	0	6	-3	-0.2	10	-7	103	-0.9
CCOc1ccc(/C=C/C(=O)NCCc2ccc(OC)c(OC)c2)cc1	-3	-8	20	1	0.5	-13	-7	109	-0.4
CC(C)OC(=O)NCCOC(=O)Nc1ccccc1Cl	-1	0	2	7	-1.2	-11	4	103	-1.1
COc1cccc(CN(C)C(=O)c2ccc(OCC(=O)Nc3cccc(C(F)(F)F)c3)c(OC)c2)c1	90*	x	x	x	11	x	-19	x	13
CCCCN(C)CCNC(=O)c1cc2cc3ccc(OC)cc3nc2o1	-10	-3	17	3	8.5	-10	-1	102	1.0
CCOc1ccc(NC(=O)Cn2cc(C(=O)C3CC3)c3ccccc32)cc1	-7	4	-2	3	-0.1	-7	2	100	0.1

3 entries from above, arranged by length of the SMILES, falling.
SMILES	GalR3 antagonist	PfM18AAP inh	NALP1 yeast inh	MEKK2mut PB1 HTS	V1aR counter	GPR7 antag	OXTR potentiator	MEKK2 WT-MEK5	OXTR agonist
COc1cccc(CN(C)C(=O)c2ccc(OCC(=O)Nc3cccc(C(F)(F)F)c3)c(OC)c2)c1	90*	x	x	x	11	x	-19	x	13
CCCN1CCc2c(sc(NC(=O)CCS(=O)(=O)c3ccccc3)c2C(N)=O)C1	-1	-4	27	1	0.0	-11	-10	104	-0.8
CCCCN(C)CCNC(=O)c1cc2cc3ccc(OC)cc3nc2o1	-10	-3	17	3	8.5	-10	-1	102	1.0

Additional entries follow:
SMILES	GalR3 antagonist	PfM18AAP inh	NALP1 yeast inh	MEKK2mut PB1 HTS	V1aR counter	GPR7 antag	OXTR potentiator	MEKK2 WT-MEK5	OXTR agonist
CCCCOc1ccc(C2(C(=O)O)CCCC2)cc1	3	-6	-4	1	2.0	-2	-4	100	0.5
O=C(N/N=C/c1ccccc1)c1ccc(-c2ccccc2)cc1	-10	-2	16	-1	0.2	1	-5	97	0.4
Cc1cccc(NC(=O)CSc2nnc(NC(=O)C3CCC3)s2)c1	-8	-1	20	-4	11	4	-10	96	2.6
COc1ccc(/C=C/c2nc3sc4c(c3c(=O)o2)CCC4)cc1	0	-4	x	-15	1.0	-3	6	81	0.2
Cc1ncc([N+](=O)[O-])n1Cc1ccc(Cl)cc1	-1	-1	-39	-4	-0.1	-5	4	96	1.6
CCCCOC(=O)c1ccc(NC(=O)COC(=O)CN2C(=O)NC3(CCCC3)C2=O)cc1	-3	2	-2	2	8.4	-17	-15	107	7.3
Nc1c(-c2ccc(Cl)cc2)cnn1-c1ccccc1	-3	-2	3	9	2.8	8	-10	108	-1.7
CCOC(=O)C1=C(CN2CCOCC2)NC(=O)NC1c1cc(C)ccc1C (stereo not drawn)	-1	3	6	1	-0.4	-14	0	102	-0.5
CSCCC(NS(=O)(=O)c1c(Cl)cccc1Cl)C(=O)O (stereo not drawn)	-2	-14	-14	-5	0.2	-6	-9	96	-0.1
N#CCc1ccc(NC(=O)CSc2nnc(C3CC3)n2C2CC2)cc1	-5	x	x	x	0.3	x	-3	x	0.9
COc1ccccc1NC(=O)/C=C/c1cc([N+](=O)[O-])ccc1OC(F)F	-5	2	x	11	-1.1	-5	-2	106	-0.3
COc1cc(OC)c(NC(=O)CCc2nc(-c3ccc(C)cc3)no2)cc1Cl	-1	1	11	-9	0.9	-2	-10	99	0.0
COc1ccc(S(=O)(=O)Nc2cccnc2)c(Cl)c1Cl	-3	-8	-1	-9	3.1	5	-10	81	2.0
O=C(O)c1cccc(-c2ccc(/C=c3/sc4nc5ccccc5n4c3=O)o2)c1	-3	9	2	-2	5.5	-9	-4	92	2.6
COCCN(Cc1nc(C(c2ccccc2)c2ccccc2)no1)C(C)C	-11	4	7	2	-1.6	-11	-16	108	-2.7
CCCn1c(SCc2ccon2)nc2ccccc2c1=O	-4	3	-11	3	-0.5	-6	-1	104	-3.0
Cc1cc2nc(C)n(CCCN)c2cc1C	-6	-5	31	6	0.1	2	3	107	0.3
COc1ccc(CCNC(=O)Nc2ccc(F)cc2F)cc1OC	0	7	6	5	1.8	-17	-1	100	-0.3
COc1cc(/C=N/NC(=O)CSc2cc(C)c(Br)cc2C)ccc1O	-3	-7	6	1	6.4	1	-24	94	12
COc1ccc(C2=NOC(C(=O)N3CCN(c4ccccc4OC)CC3)C2)cc1 (stereo not drawn)	x	5	-21	11	2.3	-8	-5	119	2.8
Cc1ccc(-c2csc3ncnc(Oc4cccc5ccc(C)nc45)c23)cc1	3	-3	82	3	0.3	-8	-1	103	-1.0
Cc1ccc(/C=C/C(=O)OCC(=O)c2ccc3c(c2)NC(=O)CO3)o1	-2	x	x	x	3.2	x	-7	x	2.8
CCOC(=O)CC(C(=O)OCC)P(=O)(c1ccccc1)c1ccccc1 (stereo not drawn)	-3	3	-3	1	-0.6	-6	-11	97	-1.0
COc1cc(NC(=O)C2CC(c3ccccc3O)=NO2)c(OC)cc1Cl (stereo not drawn)	-8	-2	12	0	-0.1	5	-5	100	-0.7
Cc1nc(N)nc(COc2ccccc2)n1	-4	-9	3	3	9.8	-6	-10	96	1.4
COC(=O)c1cc(C)sc1NC(=O)C1CC(=O)NN1Cc1ccccc1 (stereo not drawn)	-4	8	28	1	0.2	3	6	108	-0.5
CCOC(=O)C1=C(COC(=O)/C=C/c2cc(Br)ccc2F)NC(=O)NC1C (stereo not drawn)	-2	x	x	x	0.3	x	-1	x	1.3
COc1ccccc1C1NC(=O)NC(C)=C1C(=O)OC1CCC(C)CC1 (stereo not drawn)	-6	4	x	-1	-0.2	8	-20	101	-2.5
Cc1ccc(S(=O)(=O)NNC(=S)NCC2CCCO2)cc1 (stereo not drawn)	-8	-15	-1	1	0.5	-9	-9	101	-0.1
Cc1ccc(S(=O)(=O)Nc2ccc(N(C)C)cc2)cc1	-9	-9	16	3	1.3	-11	0	96	-1.5
Cc1ccc(Cl)cc1N1CCN(C(=O)Cn2ncn3cccc3c2=O)CC1	x	-3	1	6	8.2	-9	-7	103	5.4
CSc1oc(-c2ccco2)nc1S(=O)(=O)c1ccccc1	x	12	-6	6	-1.1	1	-5	111	-1.1
Fc1cccc(-c2cc3nc(-c4ccccc4)cc(N4CCC5(CC4)OCCO5)n3n2)c1	-1	5	1	-1	0.3	-18	-9	93	-0.5
Cc1ccc(S(=O)(=O)CC(=O)Nc2cc(C)on2)cc1	-6	4	15	3	-0.2	-14	-2	100	0.8
O=C(CSC1CN(C(c2ccccc2)c2ccccc2)C1)N/N=C/c1ccc(Cl)cc1Cl	-2	2	-12	-1	0.6	-6	0	96	-0.5
Clc1ccc(-c2cc(COc3ccccc3)no2)cc1Cl	-2	-4	-6	x	0.2	-9	-7	x	-1.1
O=S(=O)(c1ccc(F)c(F)c1)N1CCN(c2ncccn2)CC1	-9	-8	-3	10	-0.2	-1	-3	113	0.6
COC(=O)CSc1nnc(CNC(=O)Cc2ccccc2)n1-c1ccccc1OC	x	-8	11	8	0.6	-2	-3	103	0.1
CCn1cc(C(=O)NCCCN2CCCC(C)C2)c(=O)c2cc(S(=O)(=O)N3CCc4ccccc4C3)ccc21 (stereo not drawn)	-4	-6	11	-1	-0.9	-15	-7	106	-2.0
O=C(NNC1CC(=O)N(c2ccccc2)C1=O)c1ccc(COc2ccccc2Cl)o1 (stereo not drawn)	-6	12	25	5	0.2	-5	-10	103	-0.2
Cc1c(Br)c(C(F)(F)F)nn1CC(=O)NCCN1CCOCC1	-10	7	x	5	0.6	-1	2	101	0.5
O=C(O)C1CCCN(S(=O)(=O)c2ccc(Cl)s2)C1 (stereo not drawn)	-2	1	29	4	0.4	-8	-7	109	0.9
COc1ccc(C2c3ccc(O)cc3Oc3ncn4nc(-c5ccccn5)nc4c32)cc1 (stereo not drawn)	-6	16	-10	4	0.9	-20	-24	99	1.4
CC1Sc2ccc(S(=O)(=O)CCC(=O)NCc3ccc(Cl)cc3)cc2NC1=O (stereo not drawn)	-4	2	2	-1	4.1	2	-10	100	1.9
COc1cc(C(=O)OCC(=O)NCC2CCCCC2)ccc1OCC(C)C	0	x	x	x	-1.3	x	-6	x	-1.1
O=C(CCNS(=O)(=O)c1ccccc1C(F)(F)F)Nc1ccncc1	-3	x	x	x	0.9	x	-1	x	-0.1
Cc1ccc(C(=O)c2cc(C)sc2NC(=O)CN2CCN(C(=O)c3ccco3)CC2)cc1	-3	4	-5	-3	-1.5	-10	-6	96	-2.5
COc1ccccc1CN1CC(C(=O)NCc2cccc(Cl)c2)CCC1=O (stereo not drawn)	-10	-4	25	2	0.7	3	-7	100	-0.4
CC(=O)c1ccc(NC(=O)CN2CCOCC2)cc1	-8	1	5	0	0.1	-7	2	103	-0.1
CN(C)C(CNC(=O)c1ccc(S(=O)(=O)Nc2ccccc2F)cc1)c1ccccc1 (stereo not drawn)	3	-1	-8	4	10	-1	-5	107	2.8

Next entries
SMILES	GalR3 antagonist	PfM18AAP inh	NALP1 yeast inh	MEKK2mut PB1 HTS	V1aR counter	GPR7 antag	OXTR potentiator	MEKK2 WT-MEK5	OXTR agonist
CC(C)Nc1ccc(Nc2ccnc3cc4ccccc4cc23)cc1	-2	20	7	80*	-0.2	6	-5	208*	0.6
CC(C)Cn1cnc2c(c(-c3ccccc3)c(-c3ccccc3)n2Cc2ccco2)c1=N	-11	-6	-5	16	7.9	21	-14	134*	5.0
CCCCn1c(N)c(N(CC(C)C)C(=O)CN2C(=O)C3CCCCC3C2=O)c(=O)[nH]c1=O (stereo not drawn)	-4	x	x	x	-0.7	x	-6	x	0.6
CCOC(=O)C1(CC2CC2)CCN(C(=O)c2cccnc2C)CC1	-5	5	2	-7	-0.3	-1	-11	89	1.0
O=S(=O)(c1c(Cl)cc(Br)cc1Cl)N1CCN(C(=S)NC2CC2)CC1	-5	x	x	x	4.7	x	-8	x	7.2
CCOCCc1nnc(NC(=O)CSc2ccccc2)s1	-2	-1	4	13	1.3	-5	-2	115	0.5
COc1ccc(C2CC(=O)C(C=NCCO)=C(O)C2)cc1OC (stereo not drawn)	-4	2	11	3	-0.2	-7	-11	105	-0.7
CCCCN1C(=N)N([C@@H](C)CN2CCC[C@H]2CN2C(N)=NC[C@H]2CC(C)C)C[C@H]1[C@H](C)CC	-2	x	x	x	-0.5	x	-2	x	0.1
Cc1ccc(Oc2ncccc2C(=O)NC2CCSC2=O)cc1 (stereo not drawn)	-7	-17	20	-5	-0.1	-5	-10	95	-0.9
COc1ccc(CCN(C)C(=O)CSc2nnnn2C)cc1OC	-7	1	15	-3	-0.1	7	-1	100	0.4
C#CCN(C(=O)c1cc(COc2ccc(C)c(C)c2)on1)C1CCCCC1	-7	-1	-7	1	0.7	-11	-17	98	1.2
